# SW480 rereplic – A quantitative high throughput screen for small molecules that induce DNA re-replication in SW480 colon adenocarcinoma cells; SW480 DNA re-replication, Hoechst DNA content imaging, 48 h; Potency, µM (highest dose often 46.1 µM), for the others: top-dose re-replication activation, most hits filed as activators; 340,000 compounds, 1.8% hits; note: potency is the fitted concentration of half-maximal effect; % of control where 0% means no effect; nearly all actives have a fitted effect of over 55% in size
#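 DNA re-replication was detected as more nuclei of elevated Hoechst intensity after 48 hr exposure to compound (23 nL pinned per well of 250 cells).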
# WRN inhibitor – qHTS for Inhibitors of WRN Helicase | Bifunctional 3'-5' exonuclease/ATP-dependent helicase WRN (Homo sapiens), Q14191 | WRN helicase unwinding, fluorescent forked duplex, kinetic | Potency, µM (top dose mostly 114 µM), for the others: at the top dose activity change, negative = inhibition, usual class: inhibitors | 360,000 compounds, 0.46% hits | AID 651768, 2012; note: potency is the fitted concentration of half-maximal effect; % is set by controls: 0 for no effect and ±100 for the full control effect; nearly all actives have a fitted effect of over 55% in size
# Target sequence (Q14191 whole entry, looked up): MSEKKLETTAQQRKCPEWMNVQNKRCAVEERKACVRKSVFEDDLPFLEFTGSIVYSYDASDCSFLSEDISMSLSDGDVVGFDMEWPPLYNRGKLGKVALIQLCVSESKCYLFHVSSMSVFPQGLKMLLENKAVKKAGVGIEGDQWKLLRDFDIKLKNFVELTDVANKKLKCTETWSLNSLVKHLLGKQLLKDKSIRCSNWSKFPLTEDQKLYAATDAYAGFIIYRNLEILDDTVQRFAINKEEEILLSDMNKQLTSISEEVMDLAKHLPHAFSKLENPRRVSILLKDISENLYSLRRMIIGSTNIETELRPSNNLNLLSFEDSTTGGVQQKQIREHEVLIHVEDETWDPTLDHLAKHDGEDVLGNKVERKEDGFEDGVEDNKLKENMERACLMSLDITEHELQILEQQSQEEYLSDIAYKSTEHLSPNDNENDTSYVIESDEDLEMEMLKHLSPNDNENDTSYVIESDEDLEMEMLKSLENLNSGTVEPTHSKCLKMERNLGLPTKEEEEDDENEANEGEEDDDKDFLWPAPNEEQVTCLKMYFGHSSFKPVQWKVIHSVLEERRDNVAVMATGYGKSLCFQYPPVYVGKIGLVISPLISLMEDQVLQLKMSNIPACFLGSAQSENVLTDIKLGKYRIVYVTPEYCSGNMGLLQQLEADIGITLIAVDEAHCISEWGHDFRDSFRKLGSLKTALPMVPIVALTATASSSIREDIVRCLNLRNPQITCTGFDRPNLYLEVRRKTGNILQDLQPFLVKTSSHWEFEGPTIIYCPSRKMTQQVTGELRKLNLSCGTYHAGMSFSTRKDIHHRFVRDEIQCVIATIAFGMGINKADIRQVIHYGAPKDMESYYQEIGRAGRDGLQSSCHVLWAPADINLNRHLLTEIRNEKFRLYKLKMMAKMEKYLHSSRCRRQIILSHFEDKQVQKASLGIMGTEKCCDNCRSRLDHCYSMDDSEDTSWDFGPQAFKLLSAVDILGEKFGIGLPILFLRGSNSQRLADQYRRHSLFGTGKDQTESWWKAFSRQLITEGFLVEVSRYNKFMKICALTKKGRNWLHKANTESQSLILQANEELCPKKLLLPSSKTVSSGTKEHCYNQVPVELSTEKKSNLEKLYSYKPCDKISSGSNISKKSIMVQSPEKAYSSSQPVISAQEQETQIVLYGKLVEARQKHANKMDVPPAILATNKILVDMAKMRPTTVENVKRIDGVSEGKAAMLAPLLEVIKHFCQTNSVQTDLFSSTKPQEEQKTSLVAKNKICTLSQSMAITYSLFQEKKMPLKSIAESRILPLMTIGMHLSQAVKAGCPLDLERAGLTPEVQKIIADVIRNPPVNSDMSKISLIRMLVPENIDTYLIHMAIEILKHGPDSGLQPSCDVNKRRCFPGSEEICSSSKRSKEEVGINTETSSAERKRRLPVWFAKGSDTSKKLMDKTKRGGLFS
#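 Fluorescence dequenching readout, ex 525 nm/em 598 nm, kinetic mode: forked duplex DNA (100 nM final) with adjacent fluorophore and quencher unwound by WRN (20 nM final) with 2 mM ATP. Compound preincubation 15 min, room temperature.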
# KB-3-1 tox – qHTS assay for MDR1-selective chemotherapeutics: Primary screen using the parental adenocarcinoma cell KB-3-1. KB-3-1 viability, CellTiter-Glo ATP luminescence, 72 h. Potency, µM (titrated, usually from 46.1 µM), without a hit: at the highest dose activity change, negative = cytotoxic, actives largely listed as cytotoxic. 400,000 compounds, 1.4% hits; note: potency is the fitted concentration of half-maximal effect; % is set by controls: 0 for no effect and ±100 for the full control effect; nearly all actives have a fitted effect of over 60% in size
#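 Viability of parental KB-3-1 cells, measured by CellTiter-Glo luminescence, followed a 72 h incubation at 37 °C with pinned compounds in phenol-red-free DMEM containing 10% FBS.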
# IL1B secr inh – qHTS for Inhibitors of Inflammasome Signaling: IL-1-beta AlphaLISA Primary Screen; 360,000 compounds, 4.7% hits; activity change, % at 57.5 µM; THP-1 LPS/ATP IL-1B secretion, AlphaLISA, 16 h; active compounds read low; in the data active = activity change below about -50%; inconclusive = mostly about -30% to -49%; note: % is set by controls: 0 for no effect and ±100 for the full control effect
#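 THP-1 cells pretreated 1 hr with compounds (up to 57.5 uM final), then stimulated with LPS (250 ng/mL final) plus ATP (1.25 mM final); secreted IL-1B measured by AlphaLISA after 16 hr, decreased signal indicating inhibition.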
# MCF10A rereplic – A quantitative high throughput screen for small molecules that induce DNA re-replication in MCF 10a normal breast cells. MCF 10A DNA re-replication, Hoechst nuclear intensity, 48 h. Potency, µM (highest dose often 46.1 µM), for inactives: at the highest dose activity, positive = re-replication, most hits filed as activators. 350,000 compounds, 2.9% hits. AID 624296, 2012; note: potency is the fitted concentration of half-maximal effect; % of control where 0% means no effect; nearly all actives have a fitted effect of over 50% in size
# KB-V1 MDR tox – qHTS assay for MDR1-selective chemotherapeutics: Primary screen using the drug-selected MDR subline cells KB-V1; Potency, µM (series often up to 46.1 µM), inactives show at the top dose activity change, negative = cytotoxicity, hits mostly cytotoxic; 400,000 compounds, 3.4% hits; AID 1347076, 2019; KB-V1 MDR cells viability, CellTiter-Glo, 72 h; note: potency is the fitted concentration of half-maximal effect; % is set by controls: 0 for no effect and ±100 for the full control effect; nearly all actives have a fitted effect of over 60% in size
#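 qHTS viability screen in drug-selected KB-V1 MDR cells: 72 h compound treatment at 37 degrees C, ATP luminescence end point.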
# HT1080NT lethal – qHTS for induction of synthetic lethality in tumor cells producing 2HG: qHTS for the HT-1080-NT fibrosarcoma cell line | HT-1080-NT fibrosarcoma viability, CellTiter-Glo ATP luminescence, 48 h | 360,000 compounds, 1.6% hits | Potency, µM (doses to about 46.1 µM), for the others: top-dose activity, negative = less viability, actives largely listed as cytotoxic;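 note: NT is the 2HG producing partner of a matched IDH1 knockdown line; potency is the fitted concentration of half-maximal effect; 0% = DMSO-treated cells and -100% = media-only wells without cells; nearly all actives have a fitted effect of over 55% in size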
#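 Compounds were tested in concentration-response format on HT-1080-NT cells for 48 hours at 37 degrees C. Cell viability came from CellTiter-Glo luminescence; curves were classified by r2, response magnitude and activity.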
# HT1080 IDH1KD tx – qHTS for induction of synthetic lethality in tumor cells producing 2HG: qHTS for the HT-1080-IDH1KD cell line. HT-1080 IDH1 knockdown viability, ATP luminescence, 48 h. Potency, µM (doses to about 46.1 µM), for inactives: top-dose activity, negative = toxicity, most hits filed as cytotoxic. 360,000 compounds, 2% hits. AID 686971, 2013;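 note: potency is the fitted concentration of half-maximal effect; 0% = DMSO wells and -100% = cell-free medium wells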
#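 In this qHTS, HT-1080 cells depleted of IDH1 are exposed for 48 h at 37 °C to compound titrations. Toxicity is scored from CellTiter-Glo luminescence, with DMSO as full viability and medium alone as none.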
# ATXN2 expr inh – Primary qHTS for Inhibitors of ATXN expression; HEK-293 ATXN2-luciferase reporter, luminescence, 24 h; 360,000 compounds, 0.72% hits; Potency, µM (series often up to 57 µM), for the others: at the top dose activity change, negative = inhibition, actives largely listed as inhibitors; note: potency is the fitted concentration of half-maximal effect; % is set by controls: 0 for no effect and ±100 for the full control effect; nearly all actives have a fitted effect of over 55% in size
#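 ATXN2-luciferase reporter cells (luciferase flanked by upstream and downstream ATXN2 gene portions) were treated 24 h at 37 °C with compounds at up to 57 uM. SteadyGlo luminescence gave expression; GF-AFC fluorescence gave viability.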
# * marks the source's active call; other numbers are inactive results; ? = inconclusive; . = not tested or not shown; [ ] = dose if it differs, or a comment. Unless noted, calls come from the whole dose curve; as a rule, active = well fitted curve in the direction sought with a large enough effect; inconclusive = small, poorly fitted or top-dose-only effect, or another doubt; inactive = no such curve, though single readings can be large; an effect the other way counts as inactive or inconclusive. An unsorted share of the library; overall some 12% were active at least once.
SMILES,SW480 rereplic,WRN inhibitor,KB-3-1 tox,IL1B secr inh,MCF10A rereplic,KB-V1 MDR tox,HT1080NT lethal,HT1080 IDH1KD tx,ATXN2 expr inh
CCOC(=O)CNC(=O)CSc1nnnn1-c1ccc(C)c(C)c1,0%,-7%,-1%,27,0%,-5%,-2%,-3%,3%
Cc1nccn1C[C@@H]1CCc2c(c3ccccc3n2C)C1=O,-18%,4%,0%,4,-10%,-12%,9%,-1%,-6%
NCCCCCC(=O)Nc1ccncc1,1%,-13%,7%,5,0%,3%,?,0%,-11%
Cc1ccc(OC(=O)c2ccc(C)c(C)c2)cn1,0%,5%,2%,7,1%,4%,27%,16%,-1%
O=C(/C=C/c1ccc(Cl)cc1)NC1CCS(=O)(=O)C1 (stereo not given),-2%,4%,-3%,-3,2%,-1%,-3%,0%,-22%
CCC1=NN(C(=O)COc2ccccc2C)C(O)(c2ccncc2)C1 (stereo not given),-11%,-3%,9%,0,-4%,0%,5%,-1%,-2%
Cc1ccc(NC(=O)Nc2ccc(F)cc2F)c(OC(F)F)c1,0%,3%,-5%,-6,-5%,8%,8%,9%,.
CCOc1ccc2oc(C(=O)OCC(=O)N3C(C)CCCC3C)c(C)c2c1 (stereo not given),-1%,-6%,2%,?,4%,0%,2%,0%,0%
CC(C)CC(NS(=O)(=O)c1ccc2c(c1)oc(=O)n2C)C(=O)NCc1cccnc1 (stereo not given),-13%,0%,20%,2,6%,2%,-2%,6%,2%
Nn1cc(-c2ccccc2)nc1SCC(=O)N1CCN(S(=O)(=O)c2ccc3ccccc3c2)CC1,-3%,-10%,-20%,-51*,-2%,-6%,-2%,0%,-8%
CC(C)NC(=O)c1ccc(COCC(F)(F)F)cc1,19%,-12%,-6%,0,-2%,-7%,14%,22%,79%[activator]
Cc1[nH][nH]c(=O)c1[C@@H](c1ccccc1[N+](=O)[O-])C(C#N)C#N,-3%,-7%,-18%,-3,-1%,0%,-5%,-5%,.
CCCc1c(NC(=O)Nc2ccc(Cl)cc2Cl)cnn1-c1ccccc1,15µM*,1%,?,21,?,?,-17%,-10%,2%
COc1ccc2nc(NC(C)=O)sc2c1,-4%,9%,-7%,-12,16%,3%,2%,4%,8%
CS(=O)(=O)Nc1cccc(C2=NN(S(C)(=O)=O)C(c3ccc4c(c3)OCO4)C2)c1 (stereo not given),?,11%,15µM*,-7,?,-11%,?,?,22%
Cc1ccc(C(=O)N2CCCC(Nc3ccc(F)cc3)C2)cc1C (stereo not given),-6%,-6%,-5%,43,-18%,-12%,-2%,-3%,-16%
Cc1cccc2sc(NC(=O)CCNS(=O)(=O)c3cccs3)nc12,3%,-8%,0%,?,?,-9%,-14%,-11%,-10%
CC1CCCCC1NC(=O)NC(=O)COC(=O)c1ccc(OC(F)F)cc1 (stereo not given),23%,-28%,1%,2,?,15%,5%,2%,-4%
COc1ccc(OCC(O)Cn2c(N3CCCCC3)nc3c2c(=O)[nH]c(=O)n3C)cc1 (stereo not given),-9%,3%,-3%,24,5%,-26%,3%,11%,.
C[C@@]12C(=O)N(Cc3ccc(Cl)cc3)CC(=O)N1[C@H]1c3ccccc3OC[C@@H]1[C@@H]2c1ccccc1,1%,-4%,-7%,0,-4%,0%,-16%,-10%,-18%
COC(=O)c1ccc2[nH]ccc2c1,1%,1%,0%,1,-9%,-13%,25%,17%,23%
COc1ccccc1N1CCN(C2CC(=O)N(c3ccc(Cl)cc3)C2=O)CC1 (stereo not given),3%,-20%,18%,41,-3%,19%,11%,16%,-5%
Nc1ccn([C@@H]2O[C@H](C(=O)N3CCN(Cc4ccccn4)CC3)[C@@H](O)[C@H]2O)c(=O)n1,.,-2%,7%,-20,.,0%,7%,5%,-6%
CC1(C(=O)Nc2cccc(C#N)c2)CCN1C(=O)C/C=C/c1ccccc1 (stereo not given),.,-3%[57.1 µM],2%,-8,.,?,-1%,-3%,0%
O=C(Cn1c(=O)oc2ccccc21)NC(=O)NCc1ccccc1,-5%,-6%,11%,8,-6%,1%,4%,14%,-1%
CN(CC1CCCN(CCc2cccc(C(F)(F)F)c2)C1)C(=O)c1ccco1 (stereo not given),0%,-3%,-5%,11,-7%,12%,-2%,-2%,-17%
CCOC(=O)C(C)c1nc2ccccc2[nH]c1=O (stereo not given),8%,-4%,-4%,14,12%,-7%,8%,4%,7%
CN1CCC(=C2c3ccccc3C(O)c3ccccc32)CC1 (stereo not given),-11%,1%,-7%,-8,0%,1%,0%,-3%,.
CN(CCCNC(=O)C1CCN(S(=O)(=O)c2cccc3nsnc23)CC1)Cc1ccccc1,5%,0%,1%,-2,-9%,-12%,-2%,-6%,-7%
O=C(COc1ccc(Cl)cc1Cl)NN=C1CCCCC1,1%,2%,4%,6,0%,?,-13%,0%,0%
COc1cc(OC)cc(-c2noc(-c3csc([C@@H]4O[C@H](CO)[C@H](O)[C@H](O)[C@H]4O)n3)n2)c1,.,6%,0%,-10,.,-9%,-9%,-3%,4%
Cc1cccc(N2C(=O)C3CCCN3C2=S)c1 (stereo not given),?,-5%,26%,5,-9%,11%,2%,-3%,0%
N#Cc1nnn(-c2ccc(Cl)cc2)c1N,3%,-3%,4%,3,23%,-4%,-2%,2%,-12%
CS(=O)(=O)N1CCN(C2CCN(Cc3ccccc3)CC2)CC1,-4%,-1%,10%,4,-4%,1%,3%,12%,1%
CC(C)OC(=O)CCC1(C(=O)O)CCC(=O)NC1 (stereo not given),3%,3%,4%,12,-15%,27%,6%,5%,9%
COc1ccc(-n2nnnc2SC(C)C(N)=O)cc1 (stereo not given),-4%,-12%,8%,8,-2%,-2%,9%,0%,-30%
CC1CCC(NC(=O)C2CC(=O)N(c3ccc4c(c3)OCCO4)C2)CC1 (stereo not given),22%,-6%,12%,15,-1%,-3%,2%,-9%,10%
N#CCCN(Cc1cccnc1)S(=O)(=O)c1ccc2ccccc2c1,-4%,2%,-3%,2,-3%,23µM*,1%,1%,-19%
COc1ccc(CNC(=O)Cn2ncn3c(cc4ccccc43)c2=O)cc1,?,-7%,-17%,10,2%,-6%,15%,15%,?
CCOC(=O)C1CCCN(c2ncnc3c2cnn3-c2cccc(C)c2)C1 (stereo not given),0%,-7%,-9%,6,0%,5%,9%,18%,-29%

# In the list so far, these have an aryl methoxy group:
SMILES,SW480 rereplic,WRN inhibitor,KB-3-1 tox,IL1B secr inh,MCF10A rereplic,KB-V1 MDR tox,HT1080NT lethal,HT1080 IDH1KD tx,ATXN2 expr inh
COc1ccc2nc(NC(C)=O)sc2c1,-4%,9%,-7%,-12,16%,3%,2%,4%,8%
COc1ccc(OCC(O)Cn2c(N3CCCCC3)nc3c2c(=O)[nH]c(=O)n3C)cc1 (stereo not given),-9%,3%,-3%,24,5%,-26%,3%,11%,.
COc1ccccc1N1CCN(C2CC(=O)N(c3ccc(Cl)cc3)C2=O)CC1 (stereo not given),3%,-20%,18%,41,-3%,19%,11%,16%,-5%
COc1cc(OC)cc(-c2noc(-c3csc([C@@H]4O[C@H](CO)[C@H](O)[C@H](O)[C@H]4O)n3)n2)c1,.,6%,0%,-10,.,-9%,-9%,-3%,4%
COc1ccc(-n2nnnc2SC(C)C(N)=O)cc1 (stereo not given),-4%,-12%,8%,8,-2%,-2%,9%,0%,-30%
COc1ccc(CNC(=O)Cn2ncn3c(cc4ccccc43)c2=O)cc1,?,-7%,-17%,10,2%,-6%,15%,15%,?

# (more compounds)
SMILES,SW480 rereplic,WRN inhibitor,KB-3-1 tox,IL1B secr inh,MCF10A rereplic,KB-V1 MDR tox,HT1080NT lethal,HT1080 IDH1KD tx,ATXN2 expr inh
CCN(CC(=O)Nc1ccccc1C(F)(F)F)C(=O)C1CCC1,-104%[inhibitor],3%,15%,15,-1%,-4%,7%,2%,5%
CCc1ccc(CCC(=O)Nc2ccc(S(N)(=O)=O)cc2)o1,0%,-5%,11%,9,-18%,16%,1%,-3%,1%
O=C(O)c1cccc(N2C(=O)c3ccc4c5c(ccc(c35)C2=O)C(=O)N(c2cccc(C(=O)O)c2)C4=O)c1,-3%,-5%[11.6 µM],12%,2,-11%,-11%,19%,0%,3%
COc1ccc(N(CC(O)Cn2cnc3ccccc32)S(=O)(=O)c2ccc(C)cc2)cc1 (stereo not given),14%,-16%,3%,8,-3%,5%,-1%,-11%,13%
c1ccc2c3n(nc2c1)CCCO3,-11%[9.22 µM],5%,10%,23,?,70%,6%,11%,8%
Cn1cc(Br)c(C(=O)NN2C(=O)C3C(C2=O)C2C=CC3C23CC3)n1 (stereo not given),2%,1%,7%,15,0.73µM*,15%,5%,0%,-22%
Fc1ccc(Nc2nc(N3CCOCC3)nc(N3CCOCC3)n2)cc1Cl,18µM*,-5%,5%,-27,-1%,1%,6%,15%,-5%
COc1ccccc1NC(=O)Nc1nc(C(N)CC(C)C)cs1 (stereo not given),.,-7%,-2%,-57*,.,-16%,-6%,-19%,?
COc1ccccc1NC(=S)N1CCN(c2ccccn2)CC1,-52%[inhibitor],4%,0%,-1,5%,?,15%,23%,-7%
COc1cc(NC(=O)C2=C(C)OCCS2)c(Cl)cc1C(=O)NCCN(C)C,?,9%,3%,-83*,13%,-2%,-5%,-15%,-16%
CN(C)S(=O)(=O)Oc1ccccc1C(=O)Nc1cccc(C(F)(F)F)c1,-4%,1%,2%,9,-6%,?,-3%,-1%,1%
O=C(O)CCc1nn2c3ccccc3n(CC(=O)c3ccccc3)c2nc1=O,-12%,-6%,-3%,21,-3%,24%,6%,2%,1%
